Screens as filed in PubChem.
Jurkat NFkB inh: inhibitors of the PMA/ionomycin-induced NF-kB reporter in Jurkat cells; hit rate 0.53% among 330,000; PMA/ionomycin-induced NF-kB luciferase reporter, luminescence; inhibition, % at 4 µM; in the data active means inhibition above about 50%
697 NFkB inh: inhibitors of the PMA/ionomycin-induced NF-kB reporter in 697 B cells; AID 435022; 697 B-cell NF-kB luciferase reporter, 16 h; inhibition, % at 4 µM; hit rate 0.33% among 330,000; in the data active means inhibition above about 35%
tim23-1 inh: growth inhibitors of tim23-1 mutant yeast; hit rate 1.3% among 330,000; S. cerevisiae tim23-1 growth, BacTiter-Glo luminescence, 24 h; inhibition, % at 20 µM; AID 463212;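 active means growth inhibition of the mutant yeast at or above 50%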;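 further: temperature-sensitive mutant grown at 25 °C; plate controls were DMSO-treated mutant yeast for no effect and medium wells lacking yeast for full effect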
CHOP UPR activ: apoptotic UPR (CHOP) activation | hit rate 0.34% among 330,000 | activation, % at 10 µM | CHO-CHOP luciferase reporter, luminescence; percent of tunicamycin response over DMSO baseline;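 active means at 10 µM dose, activation of 40% or more, normalized to positive control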;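 further: 100% = tunicamycin at 10 µg/mL and 0% = DMSO alone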
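Assay system: CHO-CHOP cells, stable luciferase reporter of PERK-eIF2a-CHOP signalling / Buffer or medium: F12 plus 10% serum / Compound dosing: one dose, 10 µM in 0.5% DMSO / Times: 6 h compound treatment, 37 °C / Technique: luciferase luminescence / Read-out: % reporter activation, DMSO baseline versus tunicamycin full activation / Benchmarks: tunicamycin and DMSO controls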
APJ ag: APJ receptor agonism. AID 2520. CHO-K1 APJ PathHunter beta-arrestin, luminescence; 0% DMSO wells, 100% apelin. P35414. hit rate 0.11% among 330,000. activation, % at 20 µM;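 active means activation more than six SD over the plate average, tested at 20 µM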;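 further: 0% = DMSO alone and 100% = apelin-13 at 10 nM; some results filed as inactive read as strong as hits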
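Test system – PathHunter CHO-K1 APJ (AGTRL-1) beta-arrestin reporter cells · Input – 1000 cells/well · Compound – single test compound dose, 20 µM final, 1% DMSO · Times – compound stimulation 90 min at 25 °C, detection 60 min · Technique – beta-gal luminescence · Read-out basis – APJ–arrestin association signal · Control set – negative DMSO alone, positive Apelin-13 at 10 nM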
APJ antag: antagonists of human APJ apelin receptor; CHO-K1 APJ beta-arrestin complementation, luminescence; inhibition, % at 20 µM; hit rate 0.32% among 330,000; AID 2521;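 active means inhibition above about 40% at 20 µM, limit read from the data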;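 further: cells challenged with 10 nM apelin-13 agonist together with compound; plate controls were apelin-13 plus DMSO wells for no effect and DMSO wells lacking apelin-13 for full effect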
XBP1 UPR activ: adaptive UPR (XBP1) activation | CHO-XBP1 luciferase reporter, IRE1-XBP1 UPR activation, luminescence; percent of tunicamycin response, DMSO as zero | activation, % at 20 µM | hit rate 0.33% among 330,000 | AID 463104;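 active means versus positive control, 20 µM dose yields 30% or more activation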;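 further: 100% = tunicamycin at 10 µg/mL and 0% = DMSO only wells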
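Material: IRE1-XBP1 luciferase reporter CHO line / Quantity: one thousand reporter cells per well / Buffer or medium: F12 with 10% serum / Compound: 20 µM single concentration, DMSO 1% / Times: 6 h treatment, 37 °C / Detection: Steady-Glo luciferase glow luminescence, 10 min after reagent addition / Benchmarks: tunicamycin high, DMSO low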
Mdm2 MdmX PPI: disrupts the human Mdm2-MdmX interaction; O15151+Q00987; SaOS-2 split-luciferase Mdm2/MdmX complementation, luminescence; inhibition, % at 8 µM; hit rate 3% among 330,000; AID 485346;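 active means inhibition of at least 50% at 8 µM in the primary screen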
Target sequence (O15151 whole entry, looked up): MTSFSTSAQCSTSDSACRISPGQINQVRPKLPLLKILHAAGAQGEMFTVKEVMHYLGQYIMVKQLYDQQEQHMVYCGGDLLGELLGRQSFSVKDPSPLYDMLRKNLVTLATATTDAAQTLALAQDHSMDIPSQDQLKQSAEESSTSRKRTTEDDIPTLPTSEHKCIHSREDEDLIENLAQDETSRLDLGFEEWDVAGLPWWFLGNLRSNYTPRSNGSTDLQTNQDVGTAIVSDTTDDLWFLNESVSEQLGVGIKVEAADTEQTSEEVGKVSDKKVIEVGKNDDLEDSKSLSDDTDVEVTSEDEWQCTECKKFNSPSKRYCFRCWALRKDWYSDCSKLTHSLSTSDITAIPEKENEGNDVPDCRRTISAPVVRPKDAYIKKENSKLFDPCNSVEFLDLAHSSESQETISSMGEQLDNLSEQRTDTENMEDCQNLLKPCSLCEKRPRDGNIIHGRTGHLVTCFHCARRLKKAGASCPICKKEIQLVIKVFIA
Target sequence (Q00987 whole entry, looked up): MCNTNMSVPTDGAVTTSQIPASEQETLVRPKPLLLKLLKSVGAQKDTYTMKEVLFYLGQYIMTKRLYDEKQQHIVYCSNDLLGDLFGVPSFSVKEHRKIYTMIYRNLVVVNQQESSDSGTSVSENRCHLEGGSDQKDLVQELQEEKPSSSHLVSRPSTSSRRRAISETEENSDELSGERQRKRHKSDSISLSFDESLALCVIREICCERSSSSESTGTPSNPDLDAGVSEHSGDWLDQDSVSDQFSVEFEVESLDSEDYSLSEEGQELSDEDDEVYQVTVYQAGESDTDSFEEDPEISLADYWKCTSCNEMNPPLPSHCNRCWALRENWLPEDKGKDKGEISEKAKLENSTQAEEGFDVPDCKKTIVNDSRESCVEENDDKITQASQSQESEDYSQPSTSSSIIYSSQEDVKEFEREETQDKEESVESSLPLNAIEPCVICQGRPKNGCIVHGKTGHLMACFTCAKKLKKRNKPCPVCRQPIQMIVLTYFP
* = called active by the depositor.

The opening 2 records (preview)
structure | Jurkat NFkB inh | 697 NFkB inh | tim23-1 inh | CHOP UPR activ | APJ ag | APJ antag | XBP1 UPR activ | Mdm2 MdmX PPI
CC(=O)Nc1cccc(Oc2ncccc2[N+](=O)[O-])c1 | -11 | 0 | 9 | 1.6 | 0 | 11 | -1 | -13
O=C(CN1C(=O)C2CC=CCC2C1=O)Nc1nc(-c2ccc(F)c(F)c2)cs1 (configuration not stated) | -10 | 2 | 6 | 1.4 | 2 | 15 | -5 | 18

This part in full, repeating the preview:
structure | Jurkat NFkB inh | 697 NFkB inh | tim23-1 inh | CHOP UPR activ | APJ ag | APJ antag | XBP1 UPR activ | Mdm2 MdmX PPI
CC(=O)Nc1cccc(Oc2ncccc2[N+](=O)[O-])c1 | -11 | 0 | 9 | 1.6 | 0 | 11 | -1 | -13
O=C(CN1C(=O)C2CC=CCC2C1=O)Nc1nc(-c2ccc(F)c(F)c2)cs1 (configuration not stated) | -10 | 2 | 6 | 1.4 | 2 | 15 | -5 | 18
OCCCCNCc1cc(Br)ccc1OCc1ccccc1 | 9 | -30 | 13 | -1.8 | -1 | 1 | -1 | 21
FC(F)(F)C1CC(c2cccs2)Nc2ncnn21 (configuration not stated) | 4 | -8 | 3 | 0.1 | -2 | -10 | -5 | -1
Nc1cc(=O)[nH]c(SCC(=O)NC2CCCc3ccccc32)n1 (configuration not stated) | 0 | 14 | 9 | 1.2 | -1 | -7 | 1 | 4
CCn1c(=S)sc2c(=O)n(-c3ccccc3)c(=S)[nH]c21 | 9 | 0 | 18 | 0.4 | -2 | 4 | -1 | -7
CC(=O)N1CCN(c2ccccc2NC(=O)c2ccco2)CC1 | 9 | 3 | 2 | 1.0 | 3 | 10 | -1 | -10
COc1ccc(NC(=O)C2CCN(C(=O)Nc3ccccc3)CC2)cc1S(=O)(=O)N(C)C | -12 | 19 | -7 | 0.0 | -3 | -8 | -3 | 15
COC(=O)c1ccc(CN2CCN(CCCc3ccccc3)C(CCO)C2)cc1 (configuration not stated) | -6 | 19 | 20 | -0.9 | -2 | 14 | -2 | 10
COC(=O)c1ccc(NC(=S)N2CCN(C)CC2)cc1 | -6 | 4 | 1 | 1.7 | -3 | 17 | 3 | 11
CC(=O)NC(NC(=S)Nc1cccc(Br)c1)C(Cl)(Cl)Cl (configuration not stated) | 15 | 22 | 19 | -2.3 | 0 | -16 | -5 | -13
CCOC(=O)c1c(N=CN(C)C)c(C#N)c2n1CCCC2 | -6 | 14 | 4 | 1.4 | 1 | -11 | 1 | 14
CCN(C(=O)CSc1nc2ccc(OC)cc2[nH]1)C1CCS(=O)(=O)C1 (configuration not stated) | 8 | 25 | -1 | -0.6 | 3 | -46 | -3 | -22
Cn1c(=O)c2nc(-c3ccc(Cl)cc3Cl)oc2c2ccccc21 | 0 | 16 | 21 | 6.3 | -2 | -55 | 9 | 5
CCCCOC(=O)Cn1c(=N)n(CCN(CC)CC)c2ccccc21 | -13 | -19 | -29 | 0.6 | -4 | -3 | 2 | 9
COC(=O)CN1C(=O)C(C)(C)Oc2ccc(C(=O)Nc3cccc(OC)c3)cc21 | 15 | 13 | 5 | 0.8 | 4 | 10 | -1 | 25
Cc1ccc(Nc2nc(=O)c3cccnc3s2)cc1 | -32 | -62 | 32 | 3.2 | -5 | 13 | 8 | -18
O=C(COC(=O)CCC(=O)c1ccc(F)cc1)NCc1ccco1 | 7 | 7 | 18 | -0.1 | -1 | -8 | 1 | -6
NC(=O)c1ccccc1NC(=O)/C=C/C(=O)O | 8 | 2 | 4 | 0.4 | 0 | 21 | -3 | -15
C=CCSc1nnc(NC(=O)c2ccc(S(=O)(=O)NCC3CCCO3)cc2)s1 (configuration not stated) | 8 | 19 | 4 | -0.7 | 1 | -6 | -1 | 2
O=C(CSc1n[nH]c(=O)[nH]c1=O)N/N=C/c1ccccc1O | -3 | -28 | 2 | 1.9 | -1 | 6 | -2 | 15
O=C(NC1CC2CCC1C2)c1ccco1 (configuration not stated) | 10 | 14 | -3 | 1.1 | -4 | 20 | -8 | -16
CCCc1cc(=O)[nH]c(SCC(=O)Nc2ccc3c(c2)CCC3)n1 | 12 | 9 | -1 | 1.3 | 4 | 0 | -4 | -4
Cc1cc(-n2ccnc2)n2c(nc3ccccc32)c1C#N | -3 | -14 | 6 | -0.3 | 1 | 6 | -3 | 12
O=C(CSc1ccccc1C(=O)NCCCN1CCCC1=O)NCc1ccco1 | 5 | 21 | -9 | -1.2 | -2 | 12 | -3 | 10
CN1CCN(c2ccccc2NC(=O)c2ccc([N+](=O)[O-])cc2Cl)CC1 | 0 | -2 | -3 | -0.1 | 10 | -37 | -1 | -7
COc1ccc(S(=O)(=O)NC(C)C(=O)NCc2ccco2)cc1OC (configuration not stated) | 5 | -4 | -9 | -1.3 | -1 | 9 | 4 | 18
Cc1cccc(/N=C/c2ccccn2)n1 | -11 | 12 | -5 | -0.5 | 4 | -5 | -2 | 18
Cc1cc(C(=O)CSc2nc(N)cc(=O)[nH]2)ccc1F | -19 | 14 | 14 | -0.2 | -1 | 4 | 2 | -17
O=C(c1ccc(-n2ccnc2)cc1)N1CCCC(CO)(Cc2cccc(Cl)c2)C1 (configuration not stated) | 7 | -11 | 32 | 1.6 | -5 | -1 | -2 | -11
Cc1ccc(NC(=O)CN2C(=O)N/C(=C\c3cccn3-c3cccc(C(=O)O)c3)C2=O)cc1 | 9 | 0 | -3 | -0.5 | -8 | 12 | -1 | 4
COc1ccc(CN(C)CC(=O)Nc2ccccc2C(F)(F)F)cc1 | 7 | -1 | 14 | -0.7 | -4 | -3 | -1 | 31
NC(=O)CC1NC(=O)c2ccccc21 (configuration not stated) | 7 | 23 | 9 | 0.6 | -3 | 7 | -1 | -2
CCN(c1ccccc1)S(=O)(=O)c1ccc(C(=O)N2CCCC(C(F)(F)F)C2)cc1 (configuration not stated) | 14 | -3 | 18 | 0.5 | -6 | 6 | 0 | 0
COc1cccc(C2C3=C(CCCC3=O)NC3=C2C(=O)c2ccccc23)c1 (configuration not stated) | -1 | 21 | 5 | -0.6 | -2 | 17 | -3 | 9
COCCCNC(=O)c1cc(C)nn1-c1ccccc1 | -1 | -23 | 14 | -0.7 | -3 | -4 | -2 | 9
CC(O)CNc1nc2c(c(=O)n(Cc3ccccc3)c(=O)n2C)n1C (configuration not stated) | -11 | -9 | -3 | -0.5 | -5 | 10 | -3 | 6
NC(=S)NN=C1c2cc(S(=O)(=O)N3CCOCC3)ccc2-c2ccc(S(=O)(=O)N3CCOCC3)cc21 | 3 | -25 | 11 | 1.4 | -2 | -2 | 1 | -6
COc1ccc(OC)c(NC(=O)CSc2nc3ccccc3c(=O)n2CC2CCCO2)c1 (configuration not stated) | -14 | -11 | 15 | 6.2 | 2 | -42 | 5 | 22
Cc1cc(F)ccc1N1CCC(N2CCN(C(C)C)C(CCO)C2)CC1 (configuration not stated) | -28 | -59 | 13 | -1.4 | -1 | 2 | -2 | 3

Results in tim23-1 inh and XBP1 UPR activ, for four of the compounds above:
| structure | tim23-1 inh | XBP1 UPR activ |
| --- | --- | --- |
| COc1ccc(CN(C)CC(=O)Nc2ccccc2C(F)(F)F)cc1 | 14 | -1 |
| NC(=O)CC1NC(=O)c2ccccc21 (configuration not stated) | 9 | -1 |
| CCN(c1ccccc1)S(=O)(=O)c1ccc(C(=O)N2CCCC(C(F)(F)F)C2)cc1 (configuration not stated) | 18 | 0 |
| COc1cccc(C2C3=C(CCCC3=O)NC3=C2C(=O)c2ccccc23)c1 (configuration not stated) | 5 | -3 |

(cont.)
| structure | Jurkat NFkB inh | 697 NFkB inh | tim23-1 inh | CHOP UPR activ | APJ ag | APJ antag | XBP1 UPR activ | Mdm2 MdmX PPI |
| --- | --- | --- | --- | --- | --- | --- | --- | --- |
| O=C(CSc1nnc(-c2ccccc2)n1-c1ccc(Cl)cc1)N/N=C/c1ccco1 | 3 | 0 | 21 | 1.5 | 2 | -3 | -1 | -6 |
| Clc1ccc(Cn2nc(-c3ccccc3)nc2-c2ccccc2)cc1 | -38 | -29 | 21 | 2.6 | -2 | 1 | 2 | -45 |
| CC(C)(C)OC(=O)N1CCC[C@H]1c1nnc(SCc2cccc(Cl)c2)o1 | -1 | -15 | 29 | 0.6 | -1 | -8 | 0 | -3 |
| CC(C)(C)n1nnnc1C(c1cccs1)N1CCN(Cc2ccccc2)CC1 (configuration not stated) | -21 | -18 | -5 | -1.5 | -3 | -9 | 1 | 8 |
| O=[N+]([O-])c1cc(Cl)cc(/C=N/NC(=S)Nc2cc(S(=O)(=O)N3CCOCC3)ccc2Cl)c1O | -20 | 11 | 48 | -0.2 | -6 | 42* | -1 | 18 |
| CCSc1nc(-c2cccnc2)ccc1C#N | 4 | 26 | -9 | -2.6 | -1 | 15 | 2 | 25 |
| CCOc1ccc(-c2cc(C(=O)N3CCC(C)CC3)c3ccccc3n2)cc1 | -20 | -19 | 37 | 2.1 | -3 | 19 | -1 | -17 |
| COc1ccc(NC(=O)c2ccc(NC(=O)c3ccncc3)cc2)cc1 | 1 | 2 | -10 | -0.3 | -2 | 4 | 4 | 46 |
| COc1ccc(-n2cnnc2SC(C)C(=O)Nc2cccc([N+](=O)[O-])c2)cc1 (configuration not stated) | 3 | -3 | 19 | -0.2 | -3 | 0 | 0 | 15 |
| CCC(NS(=O)(=O)c1cn(C)nc1C)c1ccccc1 (configuration not stated) | -13 | -15 | 11 | -2.5 | 2 | -1 | -4 | -36 |
| O=C(NCc1ccco1)C1CCCCN1S(=O)(=O)c1ccc(F)cc1 (configuration not stated) | -5 | -15 | 15 | -1.4 | -2 | -6 | -1 | 5 |
| O=C(CC1NCCNC1=O)Nc1cc(Cl)cc(Cl)c1 (configuration not stated) | -16 | -15 | 6 | -1.8 | 2 | 7 | 2 | 5 |
| O=C(/C=C/c1ccccc1)NC(=O)c1ccccc1O | -45 | -16 | -15 | 2.5 | -6 | 19 | -2 | -33 |
| CCCCN1C(=O)NC(NS(=O)(=O)c2ccc(N)cc2)(C(F)(F)F)C1=O (configuration not stated) | -16 | 1 | 11 | -0.9 | 3 | -8 | -2 | 4 |
| CCN1C(=O)[C@H]2[C@@H](c3ccc(-c4ccc(OC)cc4)cc3)N[C@@](C)(C(=O)OC)[C@H]2C1=O | 12 | 10 | 18 | -0.3 | -4 | 3 | -1 | 1 |
| Cc1ccc(OCCn2c(=O)oc3ccc(C)cc32)cc1 | 2 | -5 | 9 | 1.0 | -2 | 4 | -1 | 8 |
| CCN(CC)S(=O)(=O)c1ccc2[nH]cc(C(=O)NCCCN3CCCCC3)c(=O)c2c1 | 5 | 17 | 3 | 1.5 | 3 | -24 | 0 | 8 |
| O=C(c1ccccc1F)N1CCN(S(=O)(=O)c2ccc(Br)cc2)CC1 | 1 | 6 | 23 | 1.0 | -1 | 25 | -2 | 23 |
| CCc1nc(SCCO)c2oc3ccccc3c2n1 | -5 | -11 | 40 | 2.1 | -1 | -5 | 8 | 2 |
| O=C(OC1CCCCC1)c1ccc(NC(=O)c2ccco2)cc1 | -75 | -121 | 54* | 7.6 | 2 | 4 | 2 | 0 |
| CCOCC(=O)Nc1cc(C)on1 | 9 | -8 | 2 | -0.8 | -2 | 9 | -6 | 3 |
| C/C(=N\Nc1nc2ccccc2[nH]1)c1cccs1 | -76 | -102 | -24 | 2.6 | 2 | -3 | 10 | -138 |
| CCOC(=O)N1CCC(NCCNC(=O)c2ccc(F)cc2)CC1 | 4 | 4 | -9 | -1.7 | -5 | 3 | -1 | -13 |
